High-throughput results: PubChem BioAssay, National Center for Advancing Translational Sciences (NCATS)
Tau fibril FP: blocks human tau fibril formation measured by polarization; Potency, µM (top dose mostly 57.7 µM), for the others: at the top dose activity, negative = inhibition, most hits filed as inhibitors; 280,000 compounds, 0.39% hits; AID 1468; K18 P301L tau heparin fibrillization, Alexa594 FP, 6 h; P10636; further: on the % scale 0 is the no-effect control and ±100 the full control effect; nearly all actives have a fitted effect of over 55% in size
Target sequence (P10636 561-689 P618L limits assumed): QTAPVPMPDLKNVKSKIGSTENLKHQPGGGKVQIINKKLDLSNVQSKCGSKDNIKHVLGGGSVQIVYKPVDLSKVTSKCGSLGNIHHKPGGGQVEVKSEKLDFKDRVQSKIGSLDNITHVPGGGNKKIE
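Heparin (20 uM) drove fibril formation of recombinant tau K18 P301L, 15 uM unlabeled with 0.24 uM Alexa 594 label, for 6 hr at 37 C in 100 mM sodium acetate pH 7. Fluorescence polarization (555/632 nm) read 1 hr after 30 uM ThT.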
Tau fluor cs: counter-screen for tau fibril formation inhibitors. tau K18 P301L Alexa594 fluorescence, heparin fibrillization. 280,000 compounds, 0.93% hits. AID 1463. Potency, µM (doses to about 57.7 µM), for inactives: top-dose activity change, negative = decrease; further: on the % scale 0 is the no-effect control and ±100 the full control effect; nearly all actives have a fitted effect of over 55% in size
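Human K18 P301L tau (15 uM unlabeled plus 0.24 uM Alexa 594-labeled, final) in 100 mM sodium acetate pH 7 was mixed with compound and 20 uM heparin and incubated 6 hr at 37 C.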
GAA spleen mod: inhibitors or activators of human alpha-glucosidase in spleen homogenate. P10253. human spleen homogenate, 4-MU-alpha-glucoside fluorescence. Potency, µM (top dose mostly 79.9 µM), for inactives: at the highest dose activity change, negative = inhibition, hits mostly inhibitors. 240,000 compounds, 0.006% hits;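 further: 0% = enzyme with vehicle and -100% = no enzyme basal signal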
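Enzyme source: human spleen homogenate, 1 ug/well. Buffer 50 mM citric acid/K phosphate pH 5.0, 0.01% Tween-20. 4-MU-alpha-glucoside 1 mM; 37 C x 40 min; NaOH/glycine stop; fluorescence.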
GAA glycogen: alters human alpha-glucosidase cleavage of glycogen | recombinant GAA, glycogen substrate, Amplex Red glucose oxidase fluorescence | Potency, µM (highest dose often 76.4 µM), inactives show top-dose activity change, negative = inhibition, most hits filed as inhibitors | 300,000 compounds, 0.38% hits | AID 2100;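 further: 0% = full enzyme reaction and -100% = no-enzyme basal signal; the screen sought inhibitors and activators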
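qHTS, 1536-well; enzyme 4 nM final; cpd up to 77 uM; substrate bovine liver glycogen 30 ug; 50 mM citrate/phosphate pH 5.0, 0.01% Tween-20; 37 C, 40 min; Amplex Red detection 45 min RT; Hill fit → AC50.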
Tau ThT inhib: tau fibrillization inhibition (ThT binding). P10636. recombinant tau K18 P301L, heparin-induced fibrillization, ThT fluorescence. Potency, µM (series often up to 57.4 µM), for inactives: top-dose activity, negative = inhibition, hits mostly inhibitors. 270,000 compounds, 2.1% hits; further: on the % scale 0 is the no-effect control and ±100 the full control effect; nearly all actives have a fitted effect of over 55% in size
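ThT emission at 510 nm, taken 1 hr after adding 30 uM dye, quantifies aggregates formed when 20 uM heparin acts on human tau K18 P301L for 6 hr at 37 C.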
aGal spleen mod: inhibits or activates alpha-galactosidase in human spleen homogenate. P06280. human spleen homogenate, 4MU-alpha-Gal fluorescence, 40 min. Potency, µM (series often up to 80 µM), without a hit: at the top dose activity change, negative = inhibition, actives largely listed as inhibitors. 240,000 compounds, 0.008% hits. AID 2107;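 further: 0% = enzyme with vehicle and -100% = no enzyme basal signal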
Target sequence (P06280 32-429 limits assumed): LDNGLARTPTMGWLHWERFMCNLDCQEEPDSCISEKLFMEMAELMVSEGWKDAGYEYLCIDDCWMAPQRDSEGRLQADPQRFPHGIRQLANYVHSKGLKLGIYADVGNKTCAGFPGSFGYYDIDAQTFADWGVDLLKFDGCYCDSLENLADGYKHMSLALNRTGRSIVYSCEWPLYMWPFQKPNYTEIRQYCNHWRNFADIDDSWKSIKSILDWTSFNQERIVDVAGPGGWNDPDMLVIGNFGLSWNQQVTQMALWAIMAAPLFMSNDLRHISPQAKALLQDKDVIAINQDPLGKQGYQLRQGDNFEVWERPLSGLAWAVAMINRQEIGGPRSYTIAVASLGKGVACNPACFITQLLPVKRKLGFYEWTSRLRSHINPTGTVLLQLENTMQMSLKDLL
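Human spleen homogenate (1 ug) as enzyme source, 4-methylumbelliferyl-alpha-D-galactopyranoside 1 mM final, citrate/phosphate pH 5.0 with 0.01% Tween-20. Compounds 40 min at 37C, NaOH/glycine stop; fluorescence Ex 365/Em 440, Hill-fit AC50.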
GAA inh: alpha-glucosidase (human) inhibition; 200,000 compounds, 0.005% hits; Potency, µM (series often up to 76.9 µM), for inactives: top-dose activity change, negative = inhibition, actives largely listed as inhibitors; purified human GAA, 4-MU-alpha-glucoside fluorescence;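 further: plate controls were uninhibited enzyme wells for no effect and no-enzyme background for full effect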
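AC50 values come from Hill fits of compound titrations (up to 77 uM) against 4 nM human enzyme. Substrate 4-methylumbelliferyl-alpha-D-pyranoside at 400 uM, pH 5.0 citrate buffer, 20 min room temperature; fluorescence Ex 365/Em 440 after alkaline stop.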
HTT ATP protect: protects HTT-Q103 PC12 cells, measured by ATP. PC12 HTT-Q103 induced, cytoprotection, ATP luminescence, 40 h. Potency, µM (series often up to 56.4 µM), without a hit: cytoprotection (ATP increase), hits mostly activators. 230,000 compounds, 0.14% hits. AID 1471;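 further: % of control where 0% means no effect; nearly all actives have a fitted effect of over 45% in size; toxic huntingtin expression switched on by the ecdysone agonist tebufenozide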
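Compounds added alongside 100 nM tebufenozide, which induces toxic Q103 huntingtin exon 1-GFP in stable PC12 cells; surviving cells quantified by luminescent ATP measurement. Medium: phenol red-free DMEM, 5% equine and 5% calf serum.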
Numbers without * were called inactive; ? = inconclusive; nt = no result given; & = joins results of further samples; [ ] = dose if it differs, or a comment. The call rests on the fitted dose curve; in most records, active means well fitted curve in the direction sought with a large enough effect; inconclusive means small, poorly fitted or top-dose-only effect, or another doubt; inactive means no such curve, though single readings can be large; an effect the other way counts as inactive or inconclusive. Potency means the concentration at half of the fitted maximal effect.

SMILES | Tau fibril FP | Tau fluor cs | GAA spleen mod | GAA glycogen | Tau ThT inhib | aGal spleen mod | GAA inh | HTT ATP protect
Cc1ccc(C(=O)Cn2nnc(-c3ccccc3-n3cnnn3)n2)cc1 | -1.8% | -16.8% | -2.7% | 10.5% | -11.1% | -3.3% | -4.9% | -19.8%[10 µM]
N#CC1=C(SCC(=O)NC2CC2)NC(=O)C(C#N)C12CCCCC2 (configuration not stated) | 3.7% | 5.2% | -5.9% | 25.1µM* | -0.8% | -13.4% | -0.4% | -4.6%
CC(=O)N1N=C(c2ccc3ccccc3c2)OC12CCCC2 | 14.9% | -2.8% | -3.1% | -4.2% | ? | -0.2% | -0.5% | 1.8%[10 µM]
Cc1nn(-c2ccccc2)c2c1cc1c(=O)n(C)c(=O)nc-1n2-c1cccc(Cl)c1 | 0.8% | -1.3% | nt | 12.2%[76.3 µM] | -12.6% | nt | nt | nt
CN(C(=O)CSc1nnc(Cc2ccccc2F)n1N)C1CCS(=O)(=O)C1 (configuration not stated) | 8.1% | -5.1% | -0.9% | 5.1% | -7.6% | -0.2% | 0.0% | 7.7%
COc1ccc(NC(=O)C(c2cc3c(cc2[N+](=O)[O-])OCO3)N(C)c2ccccc2)cc1 (configuration not stated) | ? | -28.5% | -3.2% | -16.8% | -16.7% | -2.2% | -5.1% | -14.7%[10 µM]
COc1ccc(NC(C)=O)cc1NC(=O)CSc1nnc(-c2ccccc2)n1N | 1.7% | 1.0% | 5.7% | 11.1% | -7.5% | 6.4% | -0.5% | -5.4%
O=C1c2ccc(Oc3cccc([N+](=O)[O-])c3)cc2C(=O)N1c1ccccn1 | 4.1% | -6.5% | 1.8% | -2.4% | -11.6% | -7.0% | -1.1% | 6.2%
COc1ccc(CNC(=O)CCc2c(C)c3cc4c(C)c(C)oc4cc3oc2=O)cc1OC | -3.5% | -1.1% | nt | -9.7%[76.3 µM] | -0.4% | nt | nt | nt
CCCCn1c(=O)[nH]c2nc3cc(NC(C)=O)ccc3nc2c1=O | -1.7% | -24.8% | 7.2% | 2.3% | nt | 5.7% | nt | 18.5%[10 µM]
COc1ccc(CCNC(=O)C(C)OC(=O)c2ccco2)cc1OC (configuration not stated) | -6.3% | -11.8% | -0.1% | -3.6% | -10.3% | -1.8% | 0.7% | 12.3%
O=C(CN1C(=O)CC(c2ccccc2)=Nc2ccccc21)NCc1ccccc1 | 0.1% | -1.3% | -13.4% | 1.5% | 1.0% | 2.6% | -5.8% | 34.8%[10 µM]
Cc1ccc(OCC(=O)N(Cc2ccc(N(C)C)cc2)CC2CCCO2)cc1C (configuration not stated) | 7.4% | -13.3% | nt | -19.0%[76.3 µM] | -18.0% | nt | nt | nt
N/C(CCS(=O)(=O)c1ccc(Cl)cc1)=N\OC(=O)c1ccc(Cl)cc1 | 0.0% | -1.1% | 0.9% | 6.0% | 2.3% | 1.2% | nt | -2.5%[10 µM]
Cc1cc(NC(=O)c2ccc(Cl)c(Cl)c2)ccc1-c1cc2ccccc2oc1=O | ? | -2.0% | nt | -4.3%[76.3 µM] | 4.4% | nt | nt | nt
C=CCNC(=O)C1CC(=O)N(c2ccc(OCC(=O)Nc3ccc(OC)cc3)cc2)C1 (configuration not stated) | -4.4% | 4.1% | -10.2% | -0.7% | 2.6% | 0.9% | 3.8% | 20.0%[10 µM]
CCCOC(=O)c1ccc(NC(=O)CCOc2ccccc2)cc1 | -13.3% | ? | -0.7% | -1.2% | ? | 4.4% | -2.1% | -28.4%
Cc1cc(-c2ccccc2)c(C#N)c(=S)[nH]1 | 1.3% | -0.7% | 3.1% | -13.5% | -7.9% | 5.0% | 6.2% | 6.0%[10 µM]
COc1ccc(Cl)cc1C(=O)Nc1sc2c(c1C(=O)OC(C)C)CCCC2 | -9.3% | -24.4% | nt | 8.9%[76.3 µM] | ? | nt | nt | nt
CNC(=O)CSc1nnc(-c2ccc3c(c2)OCO3)n1C | -1.7% | 8.4% | 4.8% | 26.6% | 3.5% | 1.2% | ? | 6.3%[10 µM]
CC1=C(C(=O)Nc2ccccc2)C(c2ccco2)n2ncnc2N1 (configuration not stated) | 2.5% | -11.4% | 1.3% | -12.3% | -13.6% | 2.1% | -5.2% | 7.7%[10 µM]
COc1ccc(/C=C/C(=O)c2ccc(O)cc2)cc1 | -3.2% | -11.2% | 7.0% | 13.0% | ? | -3.1% | nt | -1.2%[10 µM]
Cc1ccc(NC(=S)NNC(=S)NCc2ccccc2)cc1 | 5.2% | -17.1% | -5.7% | 31.6µM* | -15.9% | -10.7% | -4.5% | 3.8%
Cc1cccc(Cc2cnc(N3C(=N)SC(c4ccccc4)C3=O)s2)c1 (configuration not stated) | -0.8% | -2.2% | -1.6% | 6.1% | -4.2% | -4.5% | 4.5% | 24.5%[10 µM]
CCCCCOc1ccc(C(=O)NC(CCC)C(=O)O)cc1 (configuration not stated) | -3.4% | -6.6% | 1.3% | -6.2% | -10.8% | 8.6% | -7.4% | -16.9%
Cn1c(NC(=O)c2ccc(Cl)s2)cc(=O)n(C)c1=O | -5.4% | -1.8% | -16.8% | 3.0% | -2.9% | 0.3% | 1.6% | 9.7%[10 µM]
COC(=O)[C@@]1(Cc2ccc(F)cc2)[C@@H]2C(=CC(=O)[C@H]2CC(=O)C(=O)N2CCCC2)CN1C(=O)c1ccccc1 | 2.9% | -2.1% | -2.7% | nt | ? | -16.3% | nt | -31.7%[inhibitor]
Cc1ccc(-c2cc(C(=O)Nc3ccc(S(=O)(=O)Nc4nccs4)cc3)c3ccccc3n2)c(C)c1 | ? | ? | -18.6% | -12.2% | -13.5% | 7.2% | -1.9% | 8.8%[10 µM]
COc1cc(/C=C(\C#N)c2nc3ccccc3[nH]2)ccc1OCc1ccc(F)cc1 | ? | ? | nt | 0.3%[76.3 µM] | -18.4% | nt | nt | nt
COC(=O)c1[nH]c(C)c(/C(O)=C2\C(=O)C(=O)N(CCN(C)C)C2c2cccc(OC)c2OC)c1C (configuration not stated) | -7.8% | -1.7% | -5.4% | -14.7% | -10.3% | 3.9% | -2.3% | -5.6%[0.074 µM]
O=C(Nc1ccccc1F)c1ccc(COc2ccc(Cl)cc2Cl)o1 | -10.6% | -22.3% | -3.5% | -6.8% | -9.3% | -4.1% | ? | 21.5%[10 µM]
COC(=O)C1=C(C(=O)OC)[C@@H]2N(C)c3ccc(OC)cc3[C@@]23C[C@@H](C(=O)OC)N=C3N1 | -7.7%[11.6 µM] | -12.6%[11.6 µM] | -4.8%[17.4 µM] | 11.0% | -7.0%[11.5 µM] | 1.1%[17.5 µM] | nt | -20.9%&12.8%[10 µM]
Cc1ccc(Nc2nnc(SCc3cc(=O)n4cc(C)ccc4n3)s2)cc1 | 2.6% | -8.8% | 1.7% | -6.7% | ? | -4.2% | 4.1% | -25.5%[10 µM]
COc1ccc(NC(=S)N(Cc2ccc(C(=O)O)cc2)Cc2ccc(OC)c(OC)c2)cc1 | 3.6% | 5.9% | 6.9% | -2.5% | 1.6% | -0.3% | 1.3% | -31.8%[inhibitor]
Cc1ccc(NC(=O)CN(C)S(=O)(=O)c2cccc3nsnc23)cc1 | -9.2% | -19.4% | 4.1% | 4.8% | -18.7% | 5.3% | -14.8% | -1.8%[10 µM]
CCOC(=O)c1ccc(NC(=O)Nc2ncc(Cl)cc2Cl)cc1 | 1.5% | 2.5% | 4.8% | 2.6% | 3.3% | 6.5% | nt | 6.6%[10 µM]
CCN=c1scc(C)n1/N=C/c1ccc(O)c(O)c1O | 22.4µM* | ? | -15.6% | 15.8µM* | 11.2µM* | -5.5% | -8.9% | -27.8%
COc1ccc(C(=O)N/N=C(/C)c2cccc(NC(=O)C(F)(F)F)c2)cc1 | 5.6% | -4.1% | 5.5% | -8.4% | ? | -10.2% | -0.2% | nt
CCOCCCNC(=O)c1ccc(Cn2c(=S)[nH]c3c([nH]c4ccc(OC)cc43)c2=O)cc1 | -12.4% | -22.4% | -7.1% | -3.1% | -16.1% | 5.5% | 5.5% | 26.5%
O=C(NCCc1csc(-c2cccnc2)n1)c1cccs1 | 5.6% | 2.3% | -3.7% | -3.8% | 2.7% | -0.3% | 2.1% | -0.3%[10 µM]
O=C(Nc1c(C(=O)O)[nH]c2ccccc12)c1cccc(C(F)(F)F)c1 | 5.8% | -23.0% | 0.8% | -9.4% | ? | -0.6% | nt | -9.1%[10 µM]

Among those listed so far, six contain an NH in an aromatic ring:
SMILES | Tau fibril FP | Tau fluor cs | GAA spleen mod | GAA glycogen | Tau ThT inhib | aGal spleen mod | GAA inh | HTT ATP protect
CCCCn1c(=O)[nH]c2nc3cc(NC(C)=O)ccc3nc2c1=O | -1.7% | -24.8% | 7.2% | 2.3% | nt | 5.7% | nt | 18.5%[10 µM]
Cc1cc(-c2ccccc2)c(C#N)c(=S)[nH]1 | 1.3% | -0.7% | 3.1% | -13.5% | -7.9% | 5.0% | 6.2% | 6.0%[10 µM]
COc1cc(/C=C(\C#N)c2nc3ccccc3[nH]2)ccc1OCc1ccc(F)cc1 | ? | ? | nt | 0.3%[76.3 µM] | -18.4% | nt | nt | nt
COC(=O)c1[nH]c(C)c(/C(O)=C2\C(=O)C(=O)N(CCN(C)C)C2c2cccc(OC)c2OC)c1C (configuration not stated) | -7.8% | -1.7% | -5.4% | -14.7% | -10.3% | 3.9% | -2.3% | -5.6%[0.074 µM]
CCOCCCNC(=O)c1ccc(Cn2c(=S)[nH]c3c([nH]c4ccc(OC)cc43)c2=O)cc1 | -12.4% | -22.4% | -7.1% | -3.1% | -16.1% | 5.5% | 5.5% | 26.5%
O=C(Nc1c(C(=O)O)[nH]c2ccccc12)c1cccc(C(F)(F)F)c1 | 5.8% | -23.0% | 0.8% | -9.4% | ? | -0.6% | nt | -9.1%[10 µM]
